Compound activity deposited in PubChem BioAssay by several laboratories.
MEKK3 PB1 HTS = modulators of MEKK3-MEK5 PB1 binding, primary screen, biochemical, wildtype MEKK3, multiplex bead flow cytometry, Alexa488-MEK5 | bead-based flow cytometry, Alexa488-MEK5 binding to MEKK3; actives lie on both sides; 0 = blocked by unlabeled MEK5, 100 = vehicle | binding response (% of control), % at 10 µM | Mitogen-activated protein kinase kinase kinase 3 (Homo sapiens), Q99759 | 290,000 tested, 1.4% active | AID 1529, 2009;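 active = binding response more than 3 SD above or below the average of its plate-row segment, actives on both sides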;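 note: Alexa488 bead fluorescence after subtracting the streptavidin-only scavenger bead signal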
Target sequence (Q99759 whole entry, looked up): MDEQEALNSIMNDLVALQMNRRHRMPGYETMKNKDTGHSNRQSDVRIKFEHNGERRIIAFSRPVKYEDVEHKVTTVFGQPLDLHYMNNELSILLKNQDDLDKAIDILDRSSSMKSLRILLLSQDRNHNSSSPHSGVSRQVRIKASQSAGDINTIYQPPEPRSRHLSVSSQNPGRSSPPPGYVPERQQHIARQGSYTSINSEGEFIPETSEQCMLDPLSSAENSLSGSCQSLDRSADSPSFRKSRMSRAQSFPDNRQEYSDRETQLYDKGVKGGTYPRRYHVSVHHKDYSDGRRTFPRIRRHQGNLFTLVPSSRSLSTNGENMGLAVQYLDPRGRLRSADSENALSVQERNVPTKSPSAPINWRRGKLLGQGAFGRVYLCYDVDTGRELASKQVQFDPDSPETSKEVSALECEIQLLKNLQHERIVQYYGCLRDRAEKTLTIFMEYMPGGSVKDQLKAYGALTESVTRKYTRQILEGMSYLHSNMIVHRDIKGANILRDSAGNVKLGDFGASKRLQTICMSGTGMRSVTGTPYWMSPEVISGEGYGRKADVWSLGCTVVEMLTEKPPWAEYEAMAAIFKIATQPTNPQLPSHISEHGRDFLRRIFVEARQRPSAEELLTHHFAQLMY
PHOSPHO1 inh = PubChem AID 1565; Phosphoethanolamine/phosphocholine phosphatase (Homo sapiens), Q8TCT1; recombinant PHOSPHO1, absorbance phosphatase assay; 290,000 tested, 1.1% active; inhibition, % at 13.3 µM; in the data active = inhibition above about 60%
Target sequence (Q8TCT1 whole entry, looked up): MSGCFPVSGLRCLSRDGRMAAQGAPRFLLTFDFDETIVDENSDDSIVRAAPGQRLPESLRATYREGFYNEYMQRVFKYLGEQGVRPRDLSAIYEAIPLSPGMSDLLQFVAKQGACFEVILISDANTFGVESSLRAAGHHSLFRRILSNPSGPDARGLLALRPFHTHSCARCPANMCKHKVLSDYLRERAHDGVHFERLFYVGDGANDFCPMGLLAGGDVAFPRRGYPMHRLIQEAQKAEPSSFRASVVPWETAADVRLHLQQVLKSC
VIM-2 inh = VIM-2 metallo-beta-lactamase inhibitors, primary screen, biochemical, epi-absorbance readout, Pseudomonas aeruginosa enzyme. purified VIM-2, nitrocefin hydrolysis, epi-absorbance fluorescence. inhibition, % at 5.6 µM. 290,000 tested, 0.89% active. AID 1527, 2009;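 active = inhibition above the mean of all tested compounds plus 3 SD, cutoff set per screening run, cut at about 7.5% in these data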;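 note: red hydrolysis product quenches plate fluorescence so inhibitors raise well fluorescence; 0% = enzyme with DMSO and 100% = DMSO without enzyme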
HCV NS3 hel inh = inhibitors of HCV NS3 helicase, primary screen, biochemical, Cy5 molecular beacon fluorescence; Hepatitis C virus NS3 helicase; NS3 helicase DNA unwinding; inhibition, % at 10.9 µM; 290,000 tested, 0.56% active; AID 1800, 2009;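 active = inhibition above the mean of all tested compounds plus 3 SD, set per campaign, cut at about 35% in these data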;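 note: 0% = DMSO wells and 100% = thioflavine S control wells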
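Compound dosing – single dose, 10.9 µM nominal final, DMSO 0.8% final · System – NS3 helicase fragment of HCV · Buffer or medium – MOPS pH 6.5, MgCl2, DTT, Tween20, BSA · Signal – Cy5 beacon fluorescence read at start and 1 h · Also added – annealed dual-labelled DNA beacon duplex, ATP-started · Schedule – 1 h at 25 °C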
p-CIP stab down = p/CIP-EGFP fusion destabilizers, primary screen, fluorescence, F442A cells. Q05BA5. 16 h. decrease of EGFP signal, % at 10 µM. 290,000 tested, 0.01% active;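 active = EGFP signal decrease of at least 30% at 10 µM or well 3 SD below plate mean, unless failing retest; inactive = the rest, including hits failing retest or dose response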; note: some compounds called inactive have numbers as strong as hits; many of its hits are not listed in these tables
IMP-1 inhibitor = IMP-1 metallo-beta-lactamase inhibitors, primary screen, biochemical, epi-absorbance readout, Pseudomonas aeruginosa enzyme; purified IMP-1, nitrocefin hydrolysis, epi-absorbance fluorescence; metallo-beta-lactamase IMP-1 (Pseudomonas aeruginosa); 290,000 tested, 0.45% active; inhibition, % at 5.6 µM; AID 1556, 2009;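 active = inhibition above the mean plus 3 SD of all compounds in the same screening run, cut at about 4.5% in these data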;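 note: 0% = IMP-1 with DMSO and 100% = DMSO wells lacking enzyme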
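System: purified recombinant IMP-1 beta-lactamase. Medium: Zinc- and detergent-supplemented HEPES buffer, pH 7.1. Compound: one 5.6 µM dose […]. Schedule: 15 min preincubation plus 25 min reaction at 25 °C. Technique: Epi-absorbance fluorescence, 480 nm excitation, 530 nm emission.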
SUMO HTRF inh = inhibitors of in vitro SUMOylation cascade, primary screen, biochemical, HTRF, uHTS; SUMO-conjugating enzyme UBC9 (Homo sapiens), P63279; AID 2006, 2009; HTRF SUMOylation assay, SAE1/SAE2 + UBC9; inhibition, % at 35 µM; 290,000 tested, 0.36% active; in the data active = inhibition above about 50%, passing the limit was not always enough; note: strong numbers were not always called active
Target sequence (P63279 whole entry, looked up): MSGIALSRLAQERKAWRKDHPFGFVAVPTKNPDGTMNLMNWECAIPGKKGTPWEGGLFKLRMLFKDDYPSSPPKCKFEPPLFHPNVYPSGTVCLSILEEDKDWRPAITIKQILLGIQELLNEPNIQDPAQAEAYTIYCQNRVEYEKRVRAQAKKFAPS
IDE act = human IDE activators in live cells, primary screen, fluorescence polarization, HEK cells, FAbeta-B substrate; 340,000 tested, 0.073% active; Insulin-degrading enzyme (Homo sapiens), P14735; activation, % at 5.96 µM; FAbeta-B cleavage; 0% vehicle, 100% cell-free pure enzyme wells;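 active = activation above the mean of all tested compounds plus 3 SD, set per screening campaign, cut at about 17% in these data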
DNA FID counter = compounds displacing fluorescent DNA intercalator, primary screen, artefact control for HCV NS3 helicase inhibitor project, biochemical, FID fluorescence; DNA fluorescent intercalator displacement; inhibition, % at 7.9 µM; 290,000 tested, 0.17% active; AID 1845, 2009; in the data active = inhibition above about 37%;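 note: 0% = vehicle and 100% = reference compound; higher means more ethidium bromide displaced from hairpin DNA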
* = called active by the depositor; . = no result given; [ ] = remark or other dose. Some of the compounds tested; count on the stated rates, not on these rows.

Order of results – IDE act	PHOSPHO1 inh	MEKK3 PB1 HTS	VIM-2 inh	HCV NS3 hel inh	DNA FID counter	p-CIP stab down	IMP-1 inhibitor	SUMO HTRF inh
> COc1ccc(/C=C/C(=O)Nc2ccc(OC)nc2)cc1
→ -5.1	-5.0	107.0	-2.3	0.9	-9.3	-3.5	-3.5	-5.8
> OC1(c2ccc(F)cc2)CSC(=Nc2cccnc2)N1Cc1ccco1 (stereo unspecified)
→ -5.1	5.8	103.0	-3.4	-5.2	-22.8	-5.3	-2.6	4.6
> CC(C(=O)NCCN1CCOCC1)(c1ccccc1)c1ccccc1
→ 4.8	41.2	103.0	-4.8	-13.8	-0.8	-0.7	-1.4	4.6
> CCn1c(C(=O)O)c(CC(=O)Nc2ccccc2OC)c2ccccc21
→ 4.1	.	100.0	-3.1	3.9	-20.4	-4.5	-2.5	8.7
> O=C(CC1C(=O)NCCN1Cc1ccoc1)NCCc1ccc(Cl)cc1 (stereo unspecified)
→ 2.8	3.5	107.0	-6.8	5.5	-9.6	-8.6	-1.2	2.3
> CN1CCN(C(=S)c2ccc(Cl)cc2)CC1
→ 4.3	12.4	99.0	-2.4	14.6	1.9	-2.5	-0.6	18.2
> CCCCCCCCCC[n+]1cccc2c3ccccc3ccc21
→ 5.2	-7.5	119.0	-2.4	-39.1	9.8	5.0	-2.0	17.8
> COc1cc(/C=C2\C(=N)N3N=CSC3=NC2=O)ccc1OS(=O)(=O)c1ccccc1[N+](=O)[O-]
→ 1.1	28.7	100.0	-1.4	-0.7	-10.4	-7.5	-1.1	19.0
> COc1cc(NC(=O)Nc2ccc(Cl)c(Cl)c2)c(C(=O)O)cc1OC
→ -0.5	12.9	93.0	0.0	-13.7	-14.1	20.4	-0.8	18.5
> O=C(Nc1cccc(-c2nc3ncccc3o2)c1)c1sc2cc(Cl)ccc2c1Cl
→ 0.3	-2.9	96.0	-1.8	1.0	-0.6	3.0	-1.7	-9.7
> O=C(O)c1ccccc1CSc1ncccc1C(=O)O
→ 2.3	-3.4	105.0	-1.4	6.2	2.9	18.1	-2.9	-3.3
> CC1CCN(CCC(=O)Nc2ccc3c(c2)OCCO3)CC1
→ .	-10.2	96.0	-3.4	-4.6	14.7	-1.5	-2.4	3.4
> Cc1ccc(NC(=O)OCc2cncs2)cc1
→ -3.7	34.2	102.0	-1.9	-12.9	-3.9	-6.8	-3.3	10.1
> COc1ccc(OC)c2c(C)c(C)[nH]c12
→ 4.5	-4.9	90.0	8.2*	-2.3	-5.0	-9.4	0.1	20.4
> CC(C)OP(=O)(c1ccc(N(C)C)cc1)C(O)c1ccccc1 (stereo unspecified)
→ 0.5	17.1	99.0	-5.8	5.2	-12.2	-10.8	-2.5	18.5
> CCSC1=NCCN1S(=O)(=O)c1ccccc1
→ 0.0	8.6	50.0*[inhibitor]	0.3	-3.1	-7.1	9.9	-0.5	10.3
> CCC1CCCCN1CCCNC(=O)CN1C(=O)CSc2ccc(S(=O)(=O)N3CCOCC3)cc21 (stereo unspecified)
→ 3.5	27.9	104.0	-2.2	-13.8	12.8	-0.7	0.7	8.3
> COc1ccc(-c2cn(-c3ccc(OC)cc3)c3[n+]2-c2ccccc2CC3)cc1
→ 0.3	6.0	106.0	0.7	-24.8	7.5	-8.7	-1.4	1.1
> CCCNC(=O)[C@@H]1CCCN1C(=O)C1CCN(S(=O)(=O)c2ccc(C)cc2)CC1
→ 0.7	37.5	101.0	-1.9	4.4	-15.6	-3.2	-2.0	13.8
> O=C(CSc1nc2ccccc2c(=O)n1Cc1ccc(Cl)cc1)NCc1cccs1
→ 3.0	-9.3	100.0	0.7	-4.8	0.1	-16.5	0.3	9.4
> NCCSC1CC(=O)N(Cc2ccc(F)cc2)C1=O (stereo unspecified)
→ 6.1	37.3	103.0	-3.4	-10.8	0.5	-16.6	-3.7	8.4
> O=C(c1noc2c1CCCCC2)N1CCOCC1
→ 7.2	6.8	93.0	3.0	-2.8	-3.1	2.4	0.1	0.1
> CNC(=S)Nc1cc2oc3ccccc3c2cc1OC
→ 4.8	47.7	104.0	-1.6	-7.7	-6.5	6.6	-3.7	1.7
> O=C(O)Cc1c(O)ccc2ccccc12
→ -0.6	-26.6	106.0	0.4	-3.1	1.2	2.1	-0.5	-4.4
> CC1CC(C)(C)NC(=S)N1CCC(=O)N1CCc2ccccc21 (stereo unspecified)
→ 1.9	-11.2	93.0	1.7	-1.9	-0.1	4.6	-4.3	11.5
> Cc1ccc(CNC(=O)CSc2n[nH]c(N)n2)cc1
→ 3.5	13.8	107.0	-2.9	2.6	4.6	-5.6	-1.4	5.1
> Cc1nc(C)c(C(=O)O)s1
→ -8.2	19.9	95.0	-1.8	-11.2	4.2	-3.2	-2.9	0.4
> CCOC(=O)N1CCN(C(=O)c2cc3cc(OC)c(OC)cc3[nH]2)CC1
→ -3.2	35.1	105.0	-4.7	2.8	-18.9	-10.0	-3.9	13.0
> O=C(NC1CCCCCC1)c1ccc(CS(=O)(=O)Cc2ccc(F)cc2)o1
→ 5.2	12.1	101.0	-2.5	4.6	-33.5	-9.0	-4.2	-2.0
> N#CC1=C(N)C(C#N)(C#N)C(c2cccnc2)C2CN(C(=O)OCc3ccccc3)CC=C12 (stereo unspecified)
→ -12.4	-10.8	102.0	-2.8	6.0	-12.3	-6.9	-0.9	22.9
> CCCCCCN1CC(C(=O)OCC)C(=O)C1=O (stereo unspecified)
→ 1.1	-21.1	97.0	-0.1	20.2	-7.5	-2.3	0.3	7.0
> CCCCSc1nnc(CSc2nc3nc(C)cc(C)n3n2)o1
→ 2.8	-11.5	94.0	1.0	-0.5	-7.2	6.1	-3.6	-0.1
> O=C(NNS(=O)(=O)c1ccc(Br)cc1)c1sccc1-n1cccc1
→ 2.3	32.2	105.0	-2.9	5.9	-13.8	-1.7	-6.8	0.0
> COC(=O)c1ccc(C(c2c(C)[nH][nH]c2=O)c2c(C)[nH][nH]c2=O)cc1
→ -0.9	43.7	101.0	3.7	-11.2	-5.3	-11.8	-0.8	8.5
> CCNC(=O)CN(c1ccc(C)cc1)S(=O)(=O)c1ccc(SC)cc1
→ 4.7	-10.4	116.0	-2.7	-1.5	-32.6	-0.5	-1.6	5.6
> COc1ccccc1CC(=O)NC1CCCc2ccccc21 (stereo unspecified)
→ -5.4	39.7	103.0	-2.0	7.6	-6.8	1.7	-2.6	-13.3
> O=C(COc1cccc(C(F)(F)F)c1)Nc1cccnc1
→ 8.3	37.7	94.0	-3.1	-13.0	-5.9	8.8	-2.9	-7.4
> Cc1cc(C(=O)COc2ccc(C#N)cc2)c(C)n1-c1ccc2c(c1)OCO2
→ 3.2	-0.9	96.0	1.5	5.9	1.2	-0.1	-3.1	4.2
> COc1ccc(C(=O)Nc2ccccc2C)cc1S(=O)(=O)N1CCOCC1
→ -0.3	27.9	100.0	-1.3	9.7	-8.1	-2.8	-2.6	0.6
> CCCc1cc(-c2nc(-c3ccc(Cl)cc3)cs2)ccn1
→ 0.9	25.3	107.0	-4.2	-8.2	2.2	-3.9	-2.9	31.3
> Cc1nc2c(ccc3nc(NC(=O)C(c4ccccc4)c4ccccc4)sc32)s1
→ 12.2	-20.9	103.0	-3.2	-1.0	3.3	-6.6	-2.8	-24.3
> COc1cc(CNCc2cccs2)ccc1OCc1cccs1
→ 0.5	15.4	2.0*[inhibitor]	1.9	-31.5	14.1	-10.8	-1.7	-10.2
> O=C(Nc1ccc(S(=O)(=O)NCC2CCCO2)cc1)c1ccc(F)cc1 (stereo unspecified)
→ -1.0	-7.2	101.0	-1.3	3.6	-5.9	-5.0	-3.3	8.4
> CCCS(=O)(=O)N1CCC(C(=O)NC2CCC(C)CC2)CC1 (stereo unspecified)
→ 7.0	13.5	99.0	-2.7	5.2	-6.3	-17.8	-2.4	12.1
> CC1CCN(C(=S)NC(=O)c2ccco2)CC1
→ 6.5	23.3	101.0	-0.2	3.3	-5.8	-10.4	0.1	14.7
> Cc1cc(C(=O)N2CCCC(Nc3ccc(C(C)C)cc3)C2)nn1C (stereo unspecified)
→ 8.0	52.7	102.0	-3.4	-1.9	-36.2	-7.0	-0.5	1.4
> Cc1nc(CCNC(=O)C2CCC(=O)N(Cc3cccc(F)c3)C2)sc1C (stereo unspecified)
→ 4.0	31.3	104.0	-2.4	1.1	-29.2	-6.1	-2.5	11.4
> Cc1ccc2ncnc(Oc3ncccc3[N+](=O)[O-])c2c1
→ 5.0	3.3	100.0	0.1	6.5	-3.7	11.0	-1.6	13.3
> Cc1ccc(N2CC(C(=O)N3CCC(C(=O)Nc4cccc(Br)c4)CC3)CC2=O)cc1 (stereo unspecified)
→ -3.8	19.0	99.0	-2.3	-14.6	-41.9	2.1	-2.9	8.1
> NC(=O)C1CCN(C(=O)CCSCc2ccc(Cl)c(Cl)c2)CC1
→ 4.2	19.2	97.0	-1.0	-0.9	-3.5	5.1	-3.5	9.6

Full records, looked up by structure. Screens in order: IDE act	PHOSPHO1 inh	MEKK3 PB1 HTS	VIM-2 inh	HCV NS3 hel inh	DNA FID counter	p-CIP stab down	IMP-1 inhibitor	SUMO HTRF inh
Cc1ccc2ncnc(Oc3ncccc3[N+](=O)[O-])c2c1 is listed as 5.0	3.3	100.0	0.1	6.5	-3.7	11.0	-1.6	13.3
CCCNC(=O)[C@@H]1CCCN1C(=O)C1CCN(S(=O)(=O)c2ccc(C)cc2)CC1 is listed as 0.7	37.5	101.0	-1.9	4.4	-15.6	-3.2	-2.0	13.8
Cc1ccc(N2CC(C(=O)N3CCC(C(=O)Nc4cccc(Br)c4)CC3)CC2=O)cc1 (stereo unspecified) is listed as -3.8	19.0	99.0	-2.3	-14.6	-41.9	2.1	-2.9	8.1

Going on with the list.
Order of results – IDE act	PHOSPHO1 inh	MEKK3 PB1 HTS	VIM-2 inh	HCV NS3 hel inh	DNA FID counter	p-CIP stab down	IMP-1 inhibitor	SUMO HTRF inh
> CCCCCCCCn1c(N2CCN(c3cccc(Cl)c3)CC2)nc2c1c(=O)[nH]c(=O)n2C
→ 3.6	-7.4	98.0	-0.1	3.0	-0.5	1.3	-1.3	7.4
> C(=N\n1cnnc1)/c1ccc(OCc2ccccc2)cc1
→ 2.2	-7.5	99.0	0.5	-10.1	-3.1	-13.4	-0.1	-1.4
> Cc1oc2ccc(NS(=O)(=O)c3cccc4cccnc34)cc2c1C(=O)OC(C)C
→ 5.4	-1.3	102.0	-0.2	15.2	-1.6	-23.0	-1.7	-9.3
> Cc1ccccc1CC(=O)Nc1ccon1
→ -0.3	19.1	100.0	-2.4	6.4	-2.8	-12.1	-1.4	23.7
> CCOc1ccc(C(=O)Nc2ccc(S(=O)(=O)N3CCN(C)CC3)cc2)cc1
→ -3.7	40.3	105.0	-0.1	-18.1	10.0	-3.2	0.1	14.9
